Nrf2 block = inhibitors of Nrf2 signaling; hit rate 2.1% among 360,000; Potency, µM (top dose mostly 46 µM), inactives show at the top dose activity change, negative = inhibition, usual class: inhibitors; A549 ARE-Fluc reporter, luciferase luminescence, 18-24 h; also: % is scaled to controls: 0 for no effect and ±100 for the full control effect; nearly all actives have a fitted effect of over 60% in size
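Quantitative HTS in A549 cells stably bearing an antioxidant response element-firefly luciferase construct. Inhibition of Nrf2-driven transcription was scored by luminescence after 18-24 h of compound exposure at 37 °C.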
ATXN2 expr inh = inhibitors of ATXN2 expression. HEK-293 ATXN2-luciferase reporter, luminescence, 24 h. Potency, µM (titrated, usually from 57 µM), without a hit: top-dose activity change, negative = inhibition, usual class: inhibitors. hit rate 0.72% among 360,000. AID 1745845; also: % is scaled to controls: 0 for no effect and ±100 for the full control effect; nearly all actives have a fitted effect of over 55% in size
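qHTS (up to 57 uM final) was run with 24 h compound exposure of reporter cells at 37 °C. Each well was multiplexed: SteadyGlo luminescence measured ATXN2-luciferase expression after a fluorogenic Gly-Phe-AFC viability readout (25 uM final).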
TGFb SMAD3 inh = inhibitors of TGF-b signaling. hit rate 1.2% among 410,000. Potency, µM (top dose mostly 46.1 µM), without a hit: at the highest dose activity, negative = inhibition, usual class: inhibitors. AID 588855. HepG2 CAGA-GFP TGF-b/SMAD3 reporter, GFP fluorescence, 18 h; TGF-beta stimulated, 500 pg/mL final; also: % is scaled to controls: 0 for no effect and ±100 for the full control effect; nearly all actives have a fitted effect of over 65% in size
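Using HEPG2 CAGA-GFP reporter cells at 1000 cells/well, we pinned test compounds, stimulated with recombinant TGF-beta (500 pg/mL final) and measured total well GFP after 18 h.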
HepG2 viability = counter-screen for TGF-b inhibitors: cytotoxicity in HepG2 cells; Potency, µM (doses to about 46.1 µM), for inactives: top-dose activity change, negative = cytotoxicity, usual class: cytotoxic; AID 588856; HepG2 CAGA-GFP viability, ATP luminescence, 18 h; hit rate 0.76% among 410,000; also: some results filed as inactive show a strong effect at the top dose
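CellTiter-Glo luminescence gave cytotoxicity after 18 hours at 37 degrees C. The cells were HepG2 CAGA-GFP in 1% FBS DMEM, stimulated with 500 pg/mL TGF-beta after compound addition. %Activity was normalised to no-cell wells (complete cell-killing) and DMSO (no toxicity), and curves were fitted and classified.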
A549 tox = counter-screen for Nrf2 inhibitors: cytotoxicity in A549 cells | A549 ARE-Fluc cells, CellTiter-Fluor viability, 18-24 h | Potency, µM (doses to about 46 µM), inactives show at the highest dose activity change, negative = cytotoxicity, hits mostly inhibitors | hit rate 0.16% among 390,000 | AID 504648; also: % is scaled to controls: 0 for no effect and ±100 for the full control effect
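Cytotoxicity counterscreen: CellTiter-Fluor fluorescence was measured in A549 ARE_Fluc cells after 18-24 h of compound exposure in a concentration series. The subsequent BugLite luminescent read reports ARE-luciferase activity.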
MCF10A rerep = induces DNA re-replication in MCF 10a normal breast cells | MCF 10A DNA re-replication, Hoechst nuclear intensity, 48 h | Potency, µM (top dose mostly 46.1 µM), for the others: at the top dose activity, positive = re-replication, hits mostly activators | hit rate 2.9% among 350,000; also: % of control where 0% means no effect; nearly all actives have a fitted effect of over 50% in size
EPAC2 antag = antagonists of human EPAC2. Q8WZA2. EPAC2 GEF exchange of Rap1B-BODIPY-GDP, fluorescence. hit rate 0.18% among 360,000. AID 720708. Potency, µM (highest dose often 114 µM), without a hit: at the top dose activity, negative = inhibition, usual class: inhibitors; also: % is scaled to controls: 0 for no effect and ±100 for the full control effect; nearly all actives have a fitted effect of over 45% in size; many of its hits are not listed in these tables
Target sequence (Q8WZA2 whole entry, looked up): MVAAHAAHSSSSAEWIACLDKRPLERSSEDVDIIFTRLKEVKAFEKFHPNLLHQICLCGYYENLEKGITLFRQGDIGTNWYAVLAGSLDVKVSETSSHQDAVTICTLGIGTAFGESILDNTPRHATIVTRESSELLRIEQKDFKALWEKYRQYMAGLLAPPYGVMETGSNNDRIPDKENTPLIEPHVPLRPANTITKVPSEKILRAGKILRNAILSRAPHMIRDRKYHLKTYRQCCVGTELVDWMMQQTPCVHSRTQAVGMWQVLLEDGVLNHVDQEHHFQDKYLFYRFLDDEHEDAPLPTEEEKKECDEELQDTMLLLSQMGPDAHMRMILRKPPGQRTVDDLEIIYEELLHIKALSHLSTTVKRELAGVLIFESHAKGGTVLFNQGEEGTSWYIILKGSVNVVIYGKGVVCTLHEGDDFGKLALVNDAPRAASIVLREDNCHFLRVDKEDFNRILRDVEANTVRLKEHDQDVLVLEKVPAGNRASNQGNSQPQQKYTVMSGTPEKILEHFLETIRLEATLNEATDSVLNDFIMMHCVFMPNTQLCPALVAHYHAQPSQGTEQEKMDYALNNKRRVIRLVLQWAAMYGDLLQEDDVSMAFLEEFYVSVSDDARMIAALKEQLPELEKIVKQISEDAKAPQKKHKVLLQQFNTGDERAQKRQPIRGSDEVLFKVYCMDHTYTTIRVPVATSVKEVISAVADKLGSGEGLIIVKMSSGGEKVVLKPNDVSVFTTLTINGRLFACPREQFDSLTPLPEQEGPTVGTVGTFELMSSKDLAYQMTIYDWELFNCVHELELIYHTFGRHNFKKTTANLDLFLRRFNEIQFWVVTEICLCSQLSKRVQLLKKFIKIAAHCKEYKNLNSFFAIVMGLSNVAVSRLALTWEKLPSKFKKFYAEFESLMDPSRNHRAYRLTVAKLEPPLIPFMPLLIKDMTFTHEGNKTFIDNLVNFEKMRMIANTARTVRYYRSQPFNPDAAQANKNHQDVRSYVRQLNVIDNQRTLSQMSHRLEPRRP
Nrf2 activator = Nrf2 pathway activation. Potency, µM (series often up to 46.1 µM), without a hit: at the top dose activation, hits mostly activators. AREc32 ARE-luciferase reporter (MCF7-derived line), luminescence, 24 h. hit rate 0.31% among 410,000; also: % of control where 0% means no effect; nearly all actives have a fitted effect of over 65% in size
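AREc32_Fluc, 1000 cells/well, OPTI-MEM + 5% FBS, o/n 37 deg C 5% CO2; 23 nL cpd by pin tool, 24 hr; Steady-Glo 30 min RT, luminescence.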
S2 tox = viability counter-screen for ATXN expression inhibitors. S2 cells (HEK-293 line with an ATXN2-luciferase reporter) viability, CellTiter-Fluor protease fluorescence, 24 h. Potency, µM (top dose mostly 56.7 µM), usual class: cytotoxic. hit rate 0.49% among 400,000; also: nearly all actives have a fitted effect of over 40% in size
* hit, by the source's call; i = inactive; ? = inconclusive; / = no result given; & = joins results of further samples; [ ] = remark or other dose. Calls follow the shape of the dose curve; as a rule, active = well fitted curve in the direction sought with a large enough effect; inconclusive = small, poorly fitted or top-dose-only effect, or another doubt; inactive = no such curve, though single readings can be large; an effect the other way counts as inactive or inconclusive. Potency is read from the fitted curve at half-maximal effect. Some of the compounds tested; rates above refer to the full screens.

SMILES | Nrf2 block | ATXN2 expr inh | TGFb SMAD3 inh | HepG2 viability | A549 tox | MCF10A rerep | EPAC2 antag | Nrf2 activator | S2 tox
Cc1ccc(NC(=O)CCSc2nnc(-c3ccco3)o2)cc1 | ? | 1% | 3% | -6% | -3% | 6% | -5% | 2.4% | i
CCC(C)(C)C1CCC2(CC1)NC(=O)N(CC(=O)N(C)Cc1ccc(OC(F)F)cc1)C2=O (configuration not stated) | ? | -14% | -21% | -34% | -16% | ? | -9% | 0.2% | i
CCc1ccc(NC(=O)c2cc3c(COC(C)=O)cnc(C)c3oc2=O)cc1 | / | / | -15% | 9% | 11% | / | / | -0.3% | /
O=C(COC(=O)c1ncc(Cl)c(Cl)c1Cl)NCCc1ccccc1 | 7% | -3% | ? | -13% | -1% | 1% | 5% | 2.6% | i
Cc1ccc(S(=O)(=O)Nc2ccc(S(=O)(=O)Nc3nccs3)cc2)c([N+](=O)[O-])c1 | -4% | -20% | ? | -34% | 0% | 12% | -25% | 12% | i
O=C(NCC1CCCO1)C(=O)N/N=C/c1cc(Cl)ccc1O (configuration not stated) | -1% | -17% | ? | 8% | 2% | 7% | 3% | -1.3% | i
CCCNC(=O)COc1ccc(S(=O)(=O)Nc2ccc(C)cc2)cc1 | ? | -23% | ? | -98% | ? | -1% | -4% | 0.3% | i
CCOc1ccc(NC(=O)CSc2nc(=O)n(Cc3cccnc3)c3c2CCC3)cc1 | -11% | -1% | 0% | 0% | 6% | 3% | 0% | -0.5% | i
CCCCN1C(=O)C(CC(=O)NCCCCc2ccccc2)CC(C(=O)N2CCCCCC2)=C1C (configuration not stated) | / | ? | / | / | / | / | 7% | 0.0% | ?
CC(=O)c1c(C)[nH]c(C(=O)CN2CCN(S(=O)(=O)c3ccccc3)CC2)c1C | ? | -7% | -5% | -10% | 7% | -7% | 0% | -0.7% | i
CC(=O)c1sc(NC(=O)COc2ccccc2)nc1C | 4% | -3% | -17% | -13% | 3% | 0%[9.22 µM] | 5% | 2.7% | i
c1csc(CN2CCOCC2)c1 | 6% | 0% | 2% | -8% | -3% | -8% | -6% | -0.3% | i

Sorted by the number under EPAC2 antag (lowest first): some entries from above.
SMILES | Nrf2 block | TGFb SMAD3 inh | EPAC2 antag | Nrf2 activator
CC(=O)c1c(C)[nH]c(C(=O)CN2CCN(S(=O)(=O)c3ccccc3)CC2)c1C | ? | -5% | 0% | -0.7%
O=C(NCC1CCCO1)C(=O)N/N=C/c1cc(Cl)ccc1O (configuration not stated) | -1% | ? | 3% | -1.3%
O=C(COC(=O)c1ncc(Cl)c(Cl)c1Cl)NCCc1ccccc1 | 7% | ? | 5% | 2.6%

Results in HepG2 viability and Nrf2 activator, for some of the entries so far:
canonical_smiles | HepG2 viability | Nrf2 activator
CCc1ccc(NC(=O)c2cc3c(COC(C)=O)cnc(C)c3oc2=O)cc1 | 9% | -0.3%
O=C(COC(=O)c1ncc(Cl)c(Cl)c1Cl)NCCc1ccccc1 | -13% | 2.6%
Cc1ccc(S(=O)(=O)Nc2ccc(S(=O)(=O)Nc3nccs3)cc2)c([N+](=O)[O-])c1 | -34% | 12%
O=C(NCC1CCCO1)C(=O)N/N=C/c1cc(Cl)ccc1O (configuration not stated) | 8% | -1.3%

Continued:
SMILES | Nrf2 block | ATXN2 expr inh | TGFb SMAD3 inh | HepG2 viability | A549 tox | MCF10A rerep | EPAC2 antag | Nrf2 activator | S2 tox
Cc1cc(C)nc(/N=C(\NC(=O)C(C)(C)C)Nc2ccc(F)cc2)n1 | 9% | 1% | 0% | 11% | 7% | 11% | -15% | -0.4% | i
O=[N+]([O-])c1ccccc1S(=O)(=O)Nc1cccc(-c2ccc3nncn3n2)c1 | -30% | 5% | -6% | -10% | -8% | 15% | -4% | 2.8% | i
COc1cc(NC(=O)C2=C(N3CCOCC3)/C(=C/c3ccc(Cl)cc3)CC2)cc(OC)c1OC | -11% | -20% | ? | -21% | 0% | ? | -6% | 0.3% | i
O=C(CNCc1ccc(Cl)cc1)Nc1ccc2c(c1)OCCO2 | 13% | 4% | -7% | 1% | 0% | 22% | -5% | 5.2% | i
CCOC(=O)N1CCC(NC(=O)c2cc(C(=O)NC3CCCC3)ccc2CO)CC1 | 17% | -15% | 2% | -4% | -3% | 1% | 3% | -0.7% | i
CCOC(=O)C1(C#N)C(=O)CSC1=Nc1ccccc1Cl (configuration not stated) | / | / | -1% | -6% | / | / | 0% | -0.9% | i
CC(C)c1ccc(N(CC(=O)NC2CCCC2)C(=O)CCC(=O)Nc2ccccn2)cc1 | -4% | 0% | -4% | -8% | -10% | -2% | 3% | -0.4% | i
CC1CCC(NC(=O)c2ccc3c(c2)N(Cc2ccccc2F)C(=O)c2ccccc2S3)CC1 (configuration not stated) | / | 23% | 0% | 12% | -3% | / | / | 4.6% | i
Cc1ccc(C)c(CN2C(=O)c3ccccc3Sc3ccc(C(=O)NCc4ccc5c(c4)OCO5)cc32)c1 | 3% | / | -15% | -19% | 4% | / | / | 2.8% | /
COc1ccccc1/C=C/c1nc(C#N)c(N2CCCCC2)o1 | -20% | / | / | -33% | ? | / | / | 8.2% | /
CCOc1ccc(N2CC(C(=O)Nc3ccccc3N3CCOCC3)CC2=O)cc1 (configuration not stated) | -1% | -5% | -5% | -9% | -7% | 19% | -3% | -0.2% | i
CCSc1cc(Cl)nc(N)n1 | 0% | -1% | 5% | 8% | -10% | 2% | -3% | -0.8% | i
Fc1ccc2c(Cl)c(-c3nnc(-c4cccs4)o3)sc2c1 | ? | 15% | 0% | -2% | -5% | 0% | 6% | 6.0% | i
CCOc1ccc(N(CC(=O)Nc2ccc(OC)cc2OC)S(=O)(=O)c2c(C)[nH]c(=O)[nH]c2=O)cc1 | 2% | 4% | -2% | -6% | 4% | 6% | -5% | -0.5% | i
CC(C)C(c1nnnn1Cc1ccc(F)cc1)N1CCN(c2ccc(O)cc2)CC1 (configuration not stated) | -18% | -1% | -1% | -17% | -1% | 3% | -18% | 0.1% | i
C#CCOCCOCCOCCNc1nc(N2CCN(C(=O)CCCCCCCCCCNC(=O)[C@H](CCCCN)n3cc(CCO)nn3)CC2)nc(N2CCN(C(=O)CCCCCCCCCCNC(=O)[C@@H]([C@H](C)O)n3cc(C)nn3)CC2)n1 | 3% | -6% | -24% | -2% | -7% | -3% | -15% | 12% | ?
CCCc1ccc(C(O)c2ncc(-c3cccc(C)c3)[nH]2)cc1 (configuration not stated) | / | 14% | ? | -51% | / | / | ? | -0.1%[9.22 µM] | i
CCC1(CC)NC(=O)N(CC(=O)OCC(=O)Nc2ccc(OC(F)(F)F)cc2)C1=O | -16% | -4% | -21% | 3% | 1% | 6% | -28% | 1.0% | i
CN1CCN(C(=O)/C(=C/c2ccc(F)cc2)c2ccsc2)CC1 | 13% | -14% | -20% | -31% | 0% | 5% | -4% | -0.1% | i
Cc1ccc2scc(N3CCN(c4ccc(F)cc4)CC3)c(=O)c2c1 | / | -20% | -9% | -16% | ? | / | / | 0.4% | ?
Cc1ccc(NC(=O)NC(=O)COC(=O)c2ccc(O)cc2O)c(C)c1 | / | / | -3% | -1% | / | / | -1% | -0.1% | i
COc1cccc(C(C(=O)NC(C)(C)C)N(Cc2ccc(C)cc2)C(=O)CCC(=O)Nc2cc(C)on2)c1OC (configuration not stated) | -17% | -37% | 4% | -3% | -4% | 5% | -15% | 0.1% | i
COc1cccc(CN2CCNC(=O)C2CC(=O)N(C)CCC2CCOCC2)c1 (configuration not stated) | 8% | 7% | 4% | 2% | 1% | -2% | 0% | -0.1% | i
COc1cc(NC(=O)c2nn(C)c3c2CS(=O)(=O)c2ccccc2-3)cc(OC)c1 | ? | 1% | 14%&-10% | -8%&-1% | 14%&0% | -5% | 3% | 2.4%&-1.1% | i
Cc1cc(=O)oc2c3c(cc(OCC(=O)N[C@@H](CC(C)C)C(=O)O)c12)OC(C)(C)CC3 | ? | 16% | -5% | -3% | 0% | 7% | -4% | 0.7% | i
Cc1oc2ncnc(N)c2c1C | -14% | 5% | 3% | 8% | -6% | 13% | 5% | 0.0% | i
COc1ccc(CNC(=O)CCCNC(=O)c2ccc(Cl)cc2)cc1OC | -26% | 7% | 0% | 2% | 1% | 0% | 2% | 0.2% | i
Cc1c(C(=O)N2CCN(S(=O)(=O)c3ccccc3)CC2)oc2ccccc12 | -9% | 3% | -6% | 1% | 3% | 8% | 1% | -0.4% | ?
CC(C)N1CCc2c(sc(NC(=O)c3ccc(S(=O)(=O)N(C)C4CCCCC4)cc3)c2C(N)=O)C1 | / | / | ? | -102% | ? | / | / | 5.9% | /
COCCNC(=O)C(c1ccccc1)N(C(=O)Cn1nnc2ccccc21)c1cccnc1 (configuration not stated) | 10% | 1% | 5% | 1% | -5% | -4% | 15% | 0.4% | i
COc1ccc(C2(CCN)CC(C)N(C)CC2C)cc1 (configuration not stated) | / | -19% | 7% | -5% | 16% | -10% | -4% | -0.9% | i
COc1ccc(S(=O)(=O)N2CCC(C(=O)NN3CCCCC3)CC2)cc1OC | 19% | 1% | 12% | 1% | 6% | 5% | 5% | -0.6% | i
O=C(c1ccco1)N1CCN(Cc2nnc(-c3cccc(Br)c3)o2)CC1 | 4% | -10% | -9% | -10% | 4% | 0% | -2% | 17% | i
Cc1cc(C)cc(NC(=S)Nc2cccc3cnccc23)c1 | -3% | -19% | 12% | 1% | 2% | ? | -14% | 2.9% | i

Given field by field: 2 of the compounds above
> O=C(c1ccco1)N1CCN(Cc2nnc(-c3cccc(Br)c3)o2)CC1
- Nrf2 block: 4%
- ATXN2 expr inh: -10%
- TGFb SMAD3 inh: -9%
- HepG2 viability: -10%
- A549 tox: 4%
- MCF10A rerep: 0%
- EPAC2 antag: -2%
- Nrf2 activator: 17%
- S2 tox: i
> Cc1cc(C)cc(NC(=S)Nc2cccc3cnccc23)c1
- Nrf2 block: -3%
- ATXN2 expr inh: -19%
- TGFb SMAD3 inh: 12%
- HepG2 viability: 1%
- A549 tox: 2%
- MCF10A rerep: ?
- EPAC2 antag: -14%
- Nrf2 activator: 2.9%
- S2 tox: i
